Source: PubChem (National Center for Advancing Translational Sciences (NCATS))
GLP1R inv ag – acts as inverse agonist at human GLP-1 receptor | P43220 | HEK293 GLP-1R CRE-luciferase, luminescence, 24 h; GLP-1R form is constitutively active | Potency, µM (doses to about 38.3 µM), inactives show at the top dose activity change, negative = inhibition, hits mostly inhibitors | 410,000 compounds, 1.6% hits | AID 624417; note: potency is the fitted concentration of half-maximal effect; % is set by controls: 0 for no effect and ±100 for the full control effect; nearly all actives have a fitted effect of over 55% in size
Target sequence (P43220 whole entry, looked up): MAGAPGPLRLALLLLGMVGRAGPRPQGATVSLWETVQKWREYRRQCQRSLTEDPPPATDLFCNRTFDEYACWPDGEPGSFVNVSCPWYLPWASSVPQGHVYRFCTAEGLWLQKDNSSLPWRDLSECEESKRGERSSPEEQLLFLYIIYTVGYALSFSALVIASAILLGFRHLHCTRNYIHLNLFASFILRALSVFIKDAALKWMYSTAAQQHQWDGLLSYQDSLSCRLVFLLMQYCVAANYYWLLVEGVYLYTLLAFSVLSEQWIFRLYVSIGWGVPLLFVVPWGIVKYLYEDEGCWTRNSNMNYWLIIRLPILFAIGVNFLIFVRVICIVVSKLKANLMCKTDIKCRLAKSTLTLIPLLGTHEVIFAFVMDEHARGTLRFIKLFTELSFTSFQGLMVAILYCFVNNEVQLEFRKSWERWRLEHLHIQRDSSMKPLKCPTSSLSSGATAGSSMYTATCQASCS
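Luminescence readout: a drop in cAMP-driven luciferase signal flags inverse agonism at a constitutively active GLP-1R stably expressed in HEK293. Compound exposure lasted 24 hr at 37 deg C, 5% CO2.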
FUS suppressor – FUS proteinopathy suppression in yeast; S. cerevisiae FUS-expressing, growth rescue, OD600, 24 h; Potency, µM (doses to about 76.6 µM), for inactives: at the top dose growth rescue (activation), usual class: activators; 390,000 compounds, 0.24% hits;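 note: potency is the fitted concentration of half-maximal effect; plate controls were DMSO vehicle for no effect and reference control for full effect; nearly all actives have a fitted effect of over 55% in size; some results filed as inactive show a strong effect at the top dose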
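Yeast FUS proteinopathy model; galactose-induced FUS (2%), starting OD 0.005. Cpds in dilution series, 24hr, 30C, 99% humidity. Abs 600 nm growth. Pos ctrl CP55940 (top 92uM final); neg ctrl DMSO.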
aSyn yeast inh – alpha-synuclein toxicity inhibition in yeast | Yeast expressing alpha-synuclein, growth rescue, BacTiter-Glo, 24 h | AID 652106 | Potency, µM (doses to about 46.1 µM), for the others: top-dose growth rescue (activation), hits mostly activators | 370,000 compounds, 0.14% hits; note: potency is the fitted concentration of half-maximal effect; % of control where 0% means no effect; nearly all actives have a fitted effect of over 65% in size
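Rescue of yeast growth: cells expressing toxic alpha-synuclein, induced in galactose at OD600 0.02, incubated with compound 24 h at 30 C. ATP luminescence quantified growth; inhibitors of toxicity appear as activators.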
Akt phos inh – blocks phosphorylation of Akt | 360,000 compounds, 0.32% hits | activity change, % for hits at 50 µM | AID 651550 | Neuro2A IGF-stimulated pAkt S473 HTRF, 20 min; hits give low values; in the data active = activity change below about -80%; inconclusive = mostly about -51% to -80%; note: % is set by controls: 0 for no effect and ±100 for the full control effect
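Neuro2A cells in DMEM with 0.5% FBS, overnight at 37 deg C, given compound at single 50 µM final, then IGF (6 nM final) for 20 min at 37 deg C. Lysed; phospho-Akt Ser473 by HTRF after 24 h, 665/615 ratio.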
GLP1R cytotox – cytotoxicity in counter-screen for GLP-1R inverse agonists | 410,000 compounds, 0.13% hits | Potency, µM (highest dose often 38.3 µM), for the others: top-dose activity change, negative = inhibition, most hits filed as inhibitors | HEK293 cAMP-luciferase reporter cells, luminescence, 24 h;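 note: loss of luciferase light is scored as toxicity; potency is the fitted concentration of half-maximal effect; % is set by controls: 0 for no effect and ±100 for the full control effect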
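Quantitative HTS format, 1536 wells, 200 cells/uL seeded. Compounds: 23 nL, 24 h, 37 °C. Detection: luciferase reagent, luminescence at 12 min RT; decreased signal taken as cytotoxic.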
Mm-Cpn inhibitor – blocks the Methanococcus maripaludis chaperonin Mm-Cpn; purified Mm-Cpn ATPase, ADP Transcreener TR-FRET; Potency, µM (series often up to 76.9 µM), inactives show at the highest dose activity, negative = inhibition, actives largely listed as inhibitors; 330,000 compounds, 0.031% hits; AID 504842; note: potency is the fitted concentration of half-maximal effect; % is set by controls: 0 for no effect and ±100 for the full control effect; nearly all actives have a fitted effect of over 80% in size
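Compound-treated chaperonin, 25 nM final, turns over 10 uM ATP at 37°C for 30 min following a 10 min preincubation; ADP generated competes with ADP-d2 for Eu-cryptate antibody, lowering FRET.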
PTHR1 ag – PTHR1 (human) receptor agonism; AID 743266; Potency, µM (doses to about 115 µM), for inactives: at the highest dose activation, actives largely listed as activators; 410,000 compounds, 0.075% hits; HEK293 GP2 PTHR1 cells, GloSensor cAMP luminescence, 1 h; Q03431; note: potency is the fitted concentration of half-maximal effect; nearly all actives have a fitted effect of over 55% in size; some results filed as inactive show a strong effect at the top dose; inactives centre near -15; many of its hits are not listed in these tables
Target sequence (Q03431 whole entry, looked up): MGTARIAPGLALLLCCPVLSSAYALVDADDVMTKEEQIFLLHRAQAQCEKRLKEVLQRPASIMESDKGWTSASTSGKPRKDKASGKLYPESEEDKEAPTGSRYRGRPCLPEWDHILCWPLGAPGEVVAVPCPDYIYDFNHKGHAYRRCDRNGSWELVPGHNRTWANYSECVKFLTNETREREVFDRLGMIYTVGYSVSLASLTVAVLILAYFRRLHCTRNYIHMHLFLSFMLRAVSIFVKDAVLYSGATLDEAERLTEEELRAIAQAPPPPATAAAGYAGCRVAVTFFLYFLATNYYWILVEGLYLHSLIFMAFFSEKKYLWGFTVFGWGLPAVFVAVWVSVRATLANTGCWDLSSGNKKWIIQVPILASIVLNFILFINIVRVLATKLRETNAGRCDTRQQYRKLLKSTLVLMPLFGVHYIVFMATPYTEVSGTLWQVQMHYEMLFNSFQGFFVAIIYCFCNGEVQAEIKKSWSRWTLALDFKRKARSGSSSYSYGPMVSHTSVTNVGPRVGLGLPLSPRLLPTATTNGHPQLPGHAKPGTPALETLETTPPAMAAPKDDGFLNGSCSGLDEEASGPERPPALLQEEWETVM
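HEK-293-derived GP2 cells expressing PTHR1 and a GloSensor cAMP reporter, 3,000/well, plated overnight, given luciferin plus IBMX (each 0.5 mM as added) for 1 h at 37 °C, then compound for 1 h at 37 °C. Luminescence was read after 15 min at room temperature.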
TDP43 rescue – TDP-43 toxicity inhibition in yeast | TDP-43 expressing yeast growth rescue, BacTiter-Glo, 24 h | Potency, µM (highest dose often 46.1 µM), for the others: at the highest dose growth rescue (activation), most hits filed as activators | 410,000 compounds, 1.8% hits; note: potency is the fitted concentration of half-maximal effect; % of control where 0% means no effect; nearly all actives have a fitted effect of over 50% in size
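In this qHTS, compounds that restore growth of yeast expressing TDP-43 appear as activators. Cells (OD600=0.02, galactose medium, raffinose-pregrown) are incubated with compound 24 hr at 30 deg C and growth is quantified by BacTiter-Glo.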
Abeta rescue – A-beta toxicity reversal in yeast. Potency, µM (titrated, usually from 46.1 µM), without a hit: at the highest dose growth rescue, actives largely listed as activators. 410,000 compounds, 0.063% hits. yeast expressing A-beta42, growth rescue, OD600, 48 h; response scale: 0% DMSO, 100% iron-clioquinol control. AID 1347071; note: potency is the fitted concentration of half-maximal effect; nearly all actives have a fitted effect of over 55% in size
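Yeast A-beta toxicity model in growth medium with pinned compounds, 48 h at 30 C; growth read as absorbance at 600 nm. Normalized to FeCl3/clioquinol equimolar mix (positive) and DMSO (negative).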
* = called active by the depositor; i = inactive; ? = inconclusive; . = no result given; [ ] = dose if it differs, or a comment. Unless noted, calls come from the whole dose curve; as a rule, active = well fitted curve in the direction sought with a large enough effect; inconclusive = small, poorly fitted or top-dose-only effect, or another doubt; inactive = no such curve, though single readings can be large; an effect the other way counts as inactive or inconclusive.

Sequence of screens – GLP1R inv ag	FUS suppressor	aSyn yeast inh	Akt phos inh	GLP1R cytotox	Mm-Cpn inhibitor	PTHR1 ag	TDP43 rescue	Abeta rescue
[1] COc1ccc(NC(C)=O)cc1CNC(=O)COc1ccccc1C(=O)Nc1cccc(C)c1C
    -8%	33%	4%	i	-12%	-1%	i	7%	8%
[2] COc1ccc(CCNC(=O)C2CCC(=O)N2Cc2ccccc2Cl)cc1OC (stereo not drawn)
    17%	-1%	9%	i	-8%	1%	i	14%	-1%
[3] Cc1ccc(Cn2c(C)c(CNC(C)c3ccccc3)c(C(=O)O)c2C)cc1 (stereo not drawn)
    10%	7%	.	.	0%	.	i	6%	4%
[4] O=S(=O)(Nc1ccccc1Cl)c1ccc(NS(=O)(=O)c2cccs2)cc1
    -18%	21%	3%	i	4%	0%	48%	-5%	7%
[5] COc1ccc(-c2cc(C)no2)cc1S(=O)(=O)N1CCN(C(=O)c2ccco2)CC1
    5%	15%	-4%	i	-11%	1%	-56%[inhibitor]	-4%	-8%
[6] CCOc1ccccc1NC(=O)C(CC)Sc1nc2ncccc2[nH]1 (stereo not drawn)
    2%	3%	.	.	6%	.	i	9%	0%
[7] Cn1nnnc1SCC(=O)Nc1ncc(C(F)(F)F)cc1Cl
    -17%	-15%	-3%	i	-2%	-2%	-3%	10%	-3%
[8] Cc1nn(-c2ccccc2)c(Cl)c1/C=N/NC(=O)c1ccccc1F
    -27%	3%	11%	i	-13%	1%	-21%	?	7%
[9] CC/C(=C/c1sc2ccc(C)cc2[n+]1CCCS(=O)(=O)[O-])SC
    1%	24%	0%	i	-13%	-1%	-7%	-15%	-11%
[10] Cc1cccc(NC(=O)Nc2nnc(N3CCCCC3C)s2)c1C (stereo not drawn)
    2%	-23%	0%	i	30%	1%	i	?	6%
[11] COc1cc(CCN=Cc2ccccc2O)c([N+](=O)[O-])cc1OC
    2%	-11%	-5%	i	0%	.	-14%	14%	-5%
[12] CCOC(=O)c1cccnc1NC(=O)c1ccccc1
    8%	-10%	0%	i	1%	-1%	i	-13%	-7%
[13] CCc1ccc2c(c1)NC(c1ccc(C)cc1)=NC(c1cccs1)=N2
    ?	39%	.	.	2%	.	-4%	19%[9.22 µM]	3%
[14] O=C(Nc1cccc(Cl)c1)c1cnn2cccnc12
    42%	16%	-10%	i	4%	0%	-6%[57.5 µM]	-3%	-14%
[15] CCOc1ccc(CCNC(=O)CN2CCN(Cc3ccc(Cl)cc3)C2=O)cc1OCC
    -5%	18%	.	.	-14%	.	-25%	12%	-4%
[16] COc1cc(/C=N/NC(=O)CSc2n[nH]c(=O)[nH]c2=O)cc(OC)c1O
    5%	24%	-3%	i	-1%	0%	-18%	0%[9.22 µM]	-10%
[17] COc1ccc(C)cc1S(=O)(=O)Nc1ccccc1C
    ?	4%	1%	i	4%	1%	-5%	13%	-1%
[18] O=C(NCc1ccco1)C(c1ccccc1)N(C(=O)Cc1cccs1)c1ccccc1 (stereo not drawn)
    -31%	7%	0%	i	3%	0%	i	2%	2%
[19] COc1cc(CCC(O)CC(=O)CCc2ccccc2)ccc1O (stereo not drawn)
    0%	-3%	-1%	i	-13%	.	i	1%	4%
[20] Cc1ccc(C(=O)N(CN2CCCC2=O)c2ccc(F)cc2)cc1
    1%	15%	-3%	i	-9%	2%	-14%[57.5 µM]	10%	-2%
[21] O=C(NCc1nnc(SCC(=O)N2CCCCCC2)o1)c1ccccc1F
    10%	-16%	-2%	i	-4%	1%	i	3%	14%
[22] O=C(Nc1nccs1)c1ccc(-c2ccc(F)c(Cl)c2)o1
    ?	21%	-10%	i	0%	-8%	-13%	13µM*	9%
[23] COc1ccc(OC)c(NC(=O)CSCC(=O)O)c1
    2%	20%	-1%	i	10%	-1%	-1%[57.5 µM]	12%	3%
[24] Nc1ccc(N2N=C(N3CCCC3)CC2=O)cc1
    2%	13%	-1%	i	5%	.	i	17%	6%
[25] CCOc1ccc(Cn2nnc(C(=O)Nc3cc(OC)cc(OC)c3)c2N)cc1
    4%	-10%	-1%	i	2%	0%	i	9%	5%
[26] Cc1nn(-c2cccc(Cl)c2)c(Cl)c1/C=N/NC(=O)c1cccs1
    12%	.	-2%	i	19%	2%	-25%	9%	0%
[27] C=CCOc1ccc(/C=N/NC(=O)CC(=O)NC2CCCCC2)cc1
    5%	28%	-1%	i	-1%	0%	i	4%	3%
[28] CC(C)(C)n1ncc2c(=O)n(Cc3ccc(Cl)cc3)cnc21
    ?	-31%	4%	i	3%	0%	-44%[inhibitor]	18%	-19%
[29] CSc1cccc(NC(=O)CCCn2c(=O)c3cccn3c3cccnc32)c1
    62%[activator]	20%	?	i	0%	-5%	-14%	?	-5%
[30] O=C(NC12CC3CC(CC(C3)C1)C2)c1cncc(Br)c1
    ?	2%	1%	i	12%	0%	-13%	0%	0%
[31] COc1ccc(C(=O)c2ccccc2)cc1CN1CCOCC1
    -17%	-13%	28%	i	5%	.	i	15%	6%
[32] O=C(c1ccccc1)N1CCCN(c2nccc(C(F)(F)F)n2)CC1
    ?	28%	-2%	i	3%	-2%	i	3%	4%
[33] Cc1ccc(S(=O)(=O)NCC2CCC(C(=O)NCc3cccnc3)CC2)cc1 (stereo not drawn)
    -20%[7.66 µM]	6%	-5%	i	26%[7.66 µM]	4%	i	-19%	12%
[34] CCCC(=O)Nc1ccccc1NC(=O)CN(C)S(=O)(=O)c1ccccc1
    -7%	-5%	1%	i	-14%	-2%	i	17%	14%
[35] Cc1c(OCC(=O)NC(Cc2ccc(Cl)cc2)C(=O)O)ccc2c(-c3ccccc3)cc(=O)oc12 (stereo not drawn)
    ?	-5%	0%	i	-14%	0%	-20%	0%	4%
[36] Cc1nc(-c2ccccc2)nc2n[nH]c(N)c12
    90%[activator]	-11%	0%	i	12%	.	-8%	1%	-16%
[37] Cc1cc(NC(=S)NC(=O)C2CC2)ccc1Br
    ?	-4%	-37%[inhibitor]	i	?	1%	-24%	16µM*	-16%
[38] CCCc1ccc(C(=O)[C@@H]2[C@@H](C(C)=O)N3c4ccc(F)cc4C=C[C@@H]3[C@@]23C(=O)Nc2ccccc23)cc1
    ?	?	10%	i	-13%	-1%	i	-30%[inhibitor]	10%
[39] CC(=O)Nc1ccc(S(=O)(=O)Nc2nc(-c3ccc(C(C)(C)C)cc3)cs2)cc1
    17%	24%	-1%	i	20%	1%	i	0%	-2%
[40] CC(=O)c1cn(Cc2ccccc2)c(=O)n(Cc2ccc(F)cc2)c1=O
    -31%	2%	10%	i	5%	2%	-4%	12%	-3%
[41] CN(C(=O)c1cnc2n(c1=O)CCS2)C1CCCCC1
    0%	-13%	-1%	i	3%	0%	-10%	6%	-6%
[42] Cn1c(NNC(=O)c2ccccc2F)cc(=O)n(C)c1=O
    12%	-5%	3%	i	-8%	0%	-51%[inhibitor]	19%	-9%
[43] CCc1nc(SCC(=O)c2ccc(Cl)s2)c2oc3ccccc3c2n1
    8%	7%	6%	i	2%	-12%	-11%[57.5 µM]	19%	-4%
[44] O=C(NCc1ccccc1OC(F)(F)F)C1CCC(=O)N(C2CC2)C1 (stereo not drawn)
    0%	.	1%	i	-2%	0%	i	21%	1%
[45] Cc1sc2ncnc(SCC(=O)N3CCCC(C(F)(F)F)C3)c2c1C (stereo not drawn)
    2%	-14%	3%	i	4%	2%	i	4%	-5%
[46] O=C(c1oc2ccccc2c1N1CCCCC1)N1CCCCC1
    ?	16%	-5%	i	-6%	-2%	-21%	17%	16%
[47] COc1ccc(/C=N/n2cnc3c([nH]c4ccc(C)cc43)c2=O)cc1CN1CCCC1
    ?	-6%	2%	i	-20%	-3%	i	13%	7%
[48] COc1ccc(NC(=O)CN2CCCN(S(=O)(=O)c3ccc(F)cc3)CC2)cc1
    -8%	21%	-5%	i	-16%	0%	-11%	-18%	11%
[49] COc1ccc(/C=C/C(=O)NC(=S)NCCc2ccc(OC)c(OC)c2)cc1
    7%	36%	-2%	.	-3%	-4%	15%[57.5 µM]	-7%	7%
[50] Cc1cc(Br)ccc1NC(=O)c1ccc(-n2cncn2)c([N+](=O)[O-])c1
    -18%	-5%	-3%	i	0%	3%	-13%	12%	-1%
[51] CCN(CC(=O)NC(C)C)C(=O)c1ccc(S(=O)(=O)N(C)c2ccccc2OC)cc1
    -9%	-14%	-17%	i	53%[activator]	1%	i	7%	22%
[52] N/C(CCN1CCOCC1)=N/O
    1%	7%	0%	i	0%	0%	i	9%	-4%
[53] CSc1ccc(CN2CCC(CO)(Cc3ccc(Cl)cc3)CC2)cc1
    ?	9%	13%	i	?	-1%	-15%	-8%	-16%
[54] CC(C)(C)S(=O)(=O)c1cnc(-c2cnccn2)nc1N
    9%	-16%	2%	i	4%	4%	i	5%	7%

This is a subset, so the mix of outcomes need not match the whole.
